# Screening data (PubChem)
# NS5 inhibitors: Dengue-2 NS5 methyltransferase inhibitors, primary screen, biochemical, confirmation dose response (AID 588689). Genome polyprotein (Dengue virus type 2 (strain 16681-PDK53)). inhibition, % at 25 µM; hits with a dose series show IC50 in µM. 340,000 compounds, 0.3% hits. Dengue-2 NS5 methyltransferase capping enzyme assay, biochemical; higher % means a stronger effect; in the data active = a potency from the dose series
# NS5 inhibitors pilot replicate: second read-out of NS5 inhibitors, no call of its own (marks repeat the call); inhibition, %; measured here: pilot screen replicate inhibition
# An asterisk follows results filed as active. These rows are one share of the data, so the mix of outcomes need not match the whole.
# The opening 7 compounds, to show the layout:
SMILES,NS5 inhibitors,others
Cc1cc(C(=O)O[C@H]2[C@H](C)NS(=O)(=O)[C@H]3C[C@@H]4C=C[C@]23O4)cc([N+](=O)[O-])c1,-2%,
O=C(NCCC(=O)N(CCc1ccccc1)Cc1ccccc1)c1ccc(Br)cc1,1%,
CCCCN(C(C)=O)c1ccc2c(c1)C1CC2CCN1Cc1ccccc1 (stereo unspecified),0%,
COc1ccccc1OCCNC(=O)CNC(=O)c1ccc(C(C)(C)C)cc1,-1%,
CCOc1ccc2oc(C(=O)N3CCN(c4ccccc4OCC)CC3)c(C)c2c1,1%,
Cc1ccc(NC(=O)C=NOCC(=O)Nc2cc(C)cc(C)c2)cc1,-7%,
N/C(=N\N=Cc1ccc2c(c1)OCO2)NN=Cc1ccc2c(c1)OCO2,-6%,

# Main list, from the start:
SMILES,NS5 inhibitors,others
Cc1cc(C(=O)O[C@H]2[C@H](C)NS(=O)(=O)[C@H]3C[C@@H]4C=C[C@]23O4)cc([N+](=O)[O-])c1,-2%,
O=C(NCCC(=O)N(CCc1ccccc1)Cc1ccccc1)c1ccc(Br)cc1,1%,
CCCCN(C(C)=O)c1ccc2c(c1)C1CC2CCN1Cc1ccccc1 (stereo unspecified),0%,
COc1ccccc1OCCNC(=O)CNC(=O)c1ccc(C(C)(C)C)cc1,-1%,
CCOc1ccc2oc(C(=O)N3CCN(c4ccccc4OCC)CC3)c(C)c2c1,1%,
Cc1ccc(NC(=O)C=NOCC(=O)Nc2cc(C)cc(C)c2)cc1,-7%,
N/C(=N\N=Cc1ccc2c(c1)OCO2)NN=Cc1ccc2c(c1)OCO2,-6%,
Nc1c(N(Cc2ccco2)C(=O)COc2ccc(Cl)cc2)c(=O)[nH]c(=O)n1Cc1ccccc1,-8%,
Cc1ccc(C2(c3ccccc3)NC(=O)N(CC(=O)NC3CCS(=O)(=O)C3)C2=O)cc1C (stereo unspecified),4%,
O=C(CSc1nnc(-c2ccccc2F)o1)Nc1ccc(N2CCOCC2)cc1,4%,
CCC(NC(=O)CNC(=O)c1ccc2c(c1)OCO2)c1ccc(Br)cc1 (stereo unspecified),-2%,
COc1cc(C2c3cc4c(cc3OC(NCc3ccccc3)C2C)OCO4)cc(OC)c1OC (stereo unspecified),6%,
CCCNC(=O)C(Cc1ccc(I)cc1)NC(=O)c1ccc(C#N)cc1 (stereo unspecified),-2%,
CN1CCN(C(CNC(=O)C(=O)Nc2ccc3c(c2)OCCO3)c2ccc(F)cc2)CC1 (stereo unspecified),-9%,
CCCCN1CC(COC)Oc2cccc(F)c2S1(=O)=O (stereo unspecified),-1%,
CCOc1ccc(NS(=O)(=O)c2cc(C(=O)NCCN3CCOCC3)ccc2C)cc1,6%,
Cc1cccc(N2C(=O)N3[C@H]4c5ccccc5OC[C@@H]4[C@@H](c4ccccc4)[C@@]3(C)C2=O)c1,-3%,
O=S(=O)(Nc1cccc(Cl)c1)c1cccc(-n2cnnn2)c1,-4%,
COc1ccc(C(=O)OCC(=O)c2ccc(CNC(C)=O)s2)cc1,-1%,
CC1CC(=Cc2ccc(N)cc2)C(=O)O1 (stereo unspecified),0%,
O=C(C1=COCCO1)N1CCN(S(=O)(=O)c2cccc(F)c2)CC1,-9%,
COc1ccc(OC)c(-c2csc(NC(=O)COC(=O)C3(C)CC3(Cl)Cl)n2)c1 (stereo unspecified),-1%,
Cc1cc(Cn2nnc(-c3ccc(Br)cc3)n2)cc(C)c1O,5%,
COc1ccc(C(=O)c2c3ccc(C(F)(F)F)cc3[n+]([O-])n2CCCC(N)=O)cc1,-4%,
CC(OC(=O)CCCc1c[nH]c2ccccc12)C(=O)Nc1ccc(S(N)(=O)=O)cc1 (stereo unspecified),-9%,
COc1ccc(CNC(=O)CC2C[C@H](C(=O)N(C(C)C)C(C)C)[C@@]3(C)c4[nH]c5ccccc5c4CCN3C2=O)cc1OC (stereo partly specified),-3%,NS5 inhibitors pilot replicate=-4.9
NC(=O)c1ccc(NC(=O)CN2CCN(S(=O)(=O)c3ccc4ccccc4c3)CC2)cc1,-4%,
NC(=O)C1CCCN(C(=O)c2ccc(S(=O)(=O)N3CCCCCC3)cc2)C1 (stereo unspecified),-12%,
O=C(C=Cc1ccccc1)c1cccs1,-27%,
COc1c2c(c(CCC(=O)O)c3c1C=CC(C)(C)O3)OC(C)(C)C=C2,-4%,
O=C(Nc1ccccc1OC(F)F)C1CC(=O)N(Cc2ccccc2)C1 (stereo unspecified),-1%,
C[C@H](CO)N1C[C@H](C)[C@@H](CN(C)C(=O)Nc2ccccc2)Oc2ccc(NC(=O)C3CCCCC3)cc2C1=O,0%,
CC1CCCCC12NC(=O)N(CC(=O)N1CCN(S(=O)(=O)c3ccc4c(c3)CCC4)CC1)C2=O (stereo unspecified),-9%,
CSc1nc(N)c(C(=O)N(c2ccccc2)c2ccccc2)s1,5%,
O=C(CNc1ccc(Br)cc1)Nc1ccc(S(=O)(=O)N2CCCC2)cc1,-3%,
[O-]/[N+](=C\c1ccccc1)c1ccccc1,-4%,
O=C(CN1C(=O)NC(Cc2c[nH]c3ccccc23)C1=O)Nc1ccc(F)cc1F (stereo unspecified),6%,
NC(=O)c1cc(Cl)ccc1OCC(=O)NC1CC1,1%,
O=C(Nc1oc2ccccc2c(=O)c1-c1ccc2c(c1)OCO2)c1ccco1,-7%,
COc1ccccc1[C@H]1C(c2ccccc2)=NN(c2ccccc2)[C@@H]1CO,-3%,NS5 inhibitors pilot replicate=-3.7
Cn1c(=O)c2[nH]c(Cc3cccc(O)c3)nc2n(C)c1=O,-5%,
Cc1ccc(C(=O)CN2C(=O)NC3(CCc4ccccc43)C2=O)s1 (stereo unspecified),-6%,
CC1CCCCN1C(=O)CSc1nnc2ccccn12 (stereo unspecified),6%,
C=CCNc1n[nH]c(=S)s1,-17%,
C(=NOCCc1ccccc1)c1cccnc1,-1%,
Cc1ccc(S(=O)(=O)N2CCN(C(=O)COC(=O)/C=C/c3ccccc3)CC2)c(C)c1,9%,
C[C@@H]1CN([C@H](C)CO)C(=O)c2cc(Br)cnc2O[C@@H]1CN(C)C(=O)NC1CCCC1,-3%,
Cc1nc2ccccc2c(=O)n1-c1ccc(F)c(NS(=O)(=O)c2ccccc2F)c1,2%,
Oc1c(CN2CCOCC2)ccc(CN2CCOCC2)c1O,25%,
CC(=O)C[C@@H](O)CC(=O)[C@@H]1OC(=O)[C@@H](C)C/C=C\Cc2ccccc21,-5%,NS5 inhibitors pilot replicate=5.4
O=C(COC(=O)c1cccnc1Cl)Nc1ccc(S(=O)(=O)N2CCOCC2)cc1,-2%,
Cn1c(=O)c2[nH]c(N=NN3CCCCC3)nc2n(C)c1=O,9%,
COc1ccc(NC(C)=O)cc1NC(=O)c1c(C)noc1C,-11%,
Cc1cc(C)c(OCC(=O)OCC(=O)NC2CCC(C)CC2)c(C)c1 (stereo unspecified),-7%,
O=C(COC(=O)/C=C/c1cccc(F)c1)Nc1cccc(S(=O)(=O)NC2=NCCCCC2)c1,-1%,
CC(NC(=O)CCNC(=O)c1ccc(C(C)(C)C)cc1)c1ccccc1 (stereo unspecified),4%,
COc1ccc(NC(=O)CSc2nc(N)cc(N)n2)cc1S(=O)(=O)N1CCCCC1,-10%,
COc1ccc(CC(=O)Oc2ccc(C)cc2Br)cc1S(=O)(=O)N1CCOCC1,-1%,
CC(C)C1C(=O)N(Cc2cn(CCC3OCCO3)nn2)CCS(=O)(=O)N1Cc1ccc(-c2ccccc2)cc1 (stereo unspecified),1%,
CN(N)c1nc(N2CCCC2)nc(N2CCCC2)n1,6%,

# Carrying on.
SMILES,NS5 inhibitors,others
COc1ccc(NS(=O)(=O)c2cccc(C(=O)NCc3ccccc3CN3CCOCC3)c2)cc1,0%,
Cc1ccc(C(=O)OCC(=O)NC(=O)c2ccc(C(C)(C)C)cc2)c(O)c1,1%,
CN(C)S(=O)(=O)c1cccc(NC(=O)c2cccc(N3C(=O)CCC3=O)c2)c1,1%,
COCCN(CC(=O)Nc1cccc(C)c1C)C(=O)c1oc2c(Cl)cccc2c1C,-6%,
COc1ccc(NC(=O)CN2C(=O)NC(C)(c3ccc4c(c3)OCO4)C2=O)cc1S(N)(=O)=O (stereo unspecified),-5%,
CCOc1ccccc1C(=O)OCC(=O)Nc1cc(S(=O)(=O)N2CCOCC2)ccc1C,3%,
COc1cccc(CNC(=O)COC(=O)c2ccc(C(=O)c3ccccc3)cc2)c1,-5%,
CC[C@@]1(C(=O)OC)N[C@H](CN(C)C(=O)Nc2ccc(C(F)(F)F)cc2)[C@@H]2C(=O)N(Cc3ccccc3)C(=O)[C@@H]21,3%,
CC(C)OCCCn1c(SC(C)C(=O)NC2CC2)nc2ccccc2c1=O (stereo unspecified),-6%,
CC(C)(C)OC(=O)C[C@@H]1C/C=C\C[C@@H](CC(=O)N[C@@H](CO)Cc2ccccc2)C(=O)NCCOC1=O,3%,
O=C1NC[C@H](Cc2ccccc2)N(CC2CCN(CC3CCCC3)CC2)C1=O,-5%,NS5 inhibitors pilot replicate=-0.3
Cc1ccc(S(=O)(=O)N(CC(=O)NCc2ccccc2Cl)C(=O)N2CCN(C)CC2)cc1,-3%,
CCN(CC)C(=O)C1=C(C)N(Cc2ccccc2)C(=O)C(CC(=O)NC2CC2)C1 (stereo unspecified),4%,
Cc1ccc(C(=O)OCC(=O)Nc2cccc(S(=O)(=O)N3CCCCC3)c2)s1,-1%,
CCCCNc1c(-c2ccc(OC)c(SC(C)CC)c2)nc2ccc(C)cn12 (stereo unspecified),-7%,
CCCCCOc1ccc(C(=O)CCC(=O)NC(C)c2ccc(S(N)(=O)=O)cc2)cc1 (stereo unspecified),1%,
C[C@@H]1CN([C@@H](C)CO)C(=O)c2cc(NS(=O)(=O)c3ccc(F)cc3)ccc2O[C@@H](C)CCCCO[C@H]1CN(C)C(=O)NC1CCCCC1,-3%,
CSCCC(NC(=O)c1ccco1)C(=O)N(C)CC(=O)Nc1c(Cl)cccc1Cl (stereo unspecified),-1%,
CNc1nc(-c2ccc(S(=O)(=O)N3CCCCC3)cc2)cs1,-2%,
CN(CC(=O)Nc1ccc(N2CCOCC2)cc1)C(=O)c1cc(F)c(F)cc1Cl,-9%,
COc1ccccc1N1CCN(C(=O)c2ccccc2SCC(=O)NCc2ccco2)CC1,-7%,
O=C(NN=Cc1ccccc1OC(F)F)c1cccc(S(=O)(=O)N2CCCC2)c1,6%,
CC1CCC(NC(=O)CCN2C(=O)C3CC=CCC3C2=O)CC1 (stereo unspecified),-2%,
COc1ccc(NC(=O)CN(C)C(=O)CCCc2c[nH]c3ccccc23)cc1,8%,
CN(CC(=O)NCc1ccco1)CC(=O)Nc1c(Cl)cccc1Cl,-14%,
CC(C)CN(C(=O)COc1ccccc1C(=O)NCc1ccccc1)C1CCS(=O)(=O)C1 (stereo unspecified),0%,
Oc1ccc(-c2nccs2)cc1,-5%,
Cc1ccc(S(=O)(=O)N(C)c2ccc(C(=O)N(C)Cc3nc4ccccc4c(=O)[nH]3)cc2)cc1,2%,
CC1CC(=O)C(C(C2=C(O)CC(C)CC2=O)c2ccccc2)=C(O)C1 (stereo unspecified),66µM*,
O=C1C=CC(=O)N1c1ccc2c(c1)C(NC(=O)C(F)(F)F)c1ccccc1-2 (stereo unspecified),-24%,

# In the list so far, these have a furan ring, fused or not.
SMILES,NS5 inhibitors,others
CCOc1ccc2oc(C(=O)N3CCN(c4ccccc4OCC)CC3)c(C)c2c1,1%,
Nc1c(N(Cc2ccco2)C(=O)COc2ccc(Cl)cc2)c(=O)[nH]c(=O)n1Cc1ccccc1,-8%,
O=C(Nc1oc2ccccc2c(=O)c1-c1ccc2c(c1)OCO2)c1ccco1,-7%,
COCCN(CC(=O)Nc1cccc(C)c1C)C(=O)c1oc2c(Cl)cccc2c1C,-6%,
CSCCC(NC(=O)c1ccco1)C(=O)N(C)CC(=O)Nc1c(Cl)cccc1Cl (stereo unspecified),-1%,
COc1ccccc1N1CCN(C(=O)c2ccccc2SCC(=O)NCc2ccco2)CC1,-7%,
CN(CC(=O)NCc1ccco1)CC(=O)Nc1c(Cl)cccc1Cl,-14%,

# The listing continues:
SMILES,NS5 inhibitors,others
C[C@@H]1CN([C@@H](C)CO)C(=O)c2cc(Br)cnc2O[C@H]1CN(C)C(=O)c1ccccc1F,-6%,
CN(Cc1c(C(=O)N/N=C/c2ccccc2O)nnn1-c1nonc1N)C1CCCCC1,-5%,
O=C(c1cc2ccccc2cc1O)N1CCN(c2ccccc2O)CC1,-7%,
CCN(CC)c1ccc(C=Nc2cccc(S(=O)(=O)N3CCOCC3)c2)c(O)c1,-4%,
COc1ccc([C@H]2CC(=O)C=C(c3ccc(-c4ccccc4)cc3)C2)cc1OC,-7%,
O=C(Nc1ccc(C(=O)N2CCCC2)cc1)c1cc(F)c(F)cc1Cl,-1%,
O=C(NC(=S)N1CCCCC1CO)c1cc(Br)ccc1Cl (stereo unspecified),7%,
CNc1ncnc2c1ncn2-c1ccccc1,2%,
O=C1COc2ccc(C(=O)COC(=O)c3c(F)cccc3Cl)cc2N1,-2%,
CC(=O)N1C[C@H]2CON(C)[C@H]2C[C@H]1c1cccc(-c2ccccc2)c1,-2%,NS5 inhibitors pilot replicate=0.0
O=[N+]([O-])c1ccc2cn(C3OC(CO)C(O)C3O)nc2c1 (stereo unspecified),3%,
CCCN(CC(=O)Nc1ccccc1C)C(=O)c1ccc(Cl)c(S(=O)(=O)N2CCCC2)c1,-7%,
O=[N+]([O-])c1ccccc1S(=O)(=O)Nc1ccc(-c2ccc3nncn3n2)cc1,6%,
COc1ccc(C(C#N)(CC(=O)O)c2cnccn2)cc1OC (stereo unspecified),4%,
Cc1ccc(S(=O)(=O)N2[C@@H](c3ccc(Cl)c(Cl)c3)C(C(=O)O)=C[C@H]2CC2CCCC2)cc1,43µM*,
CC(C)[C@H](NC(=O)c1ccc(Br)cc1)C(=O)NC1CCCCC1,0%,

# Reprinted from the results shown for reference:
SMILES,NS5 inhibitors,others
O=C(Nc1ccc(C(=O)N2CCCC2)cc1)c1cc(F)c(F)cc1Cl,-1%,
O=C(NC(=S)N1CCCCC1CO)c1cc(Br)ccc1Cl (stereo unspecified),7%,
CNc1ncnc2c1ncn2-c1ccccc1,2%,
